High-throughput results (PubChem)
ASK1 primary: inhibitors of human ASK1 kinase | AlphaScreen MKK6 phosphorylation by ASK1, luminescence | AID 1159602 | Q99683 | hit rate 0.99% among 22,000 | inhibition, % at 7.44 µM; in the data active = inhibition above about 35%;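 also: 0% = median of compound wells and 100% = no enzyme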
Target sequence (Q99683 whole entry, looked up): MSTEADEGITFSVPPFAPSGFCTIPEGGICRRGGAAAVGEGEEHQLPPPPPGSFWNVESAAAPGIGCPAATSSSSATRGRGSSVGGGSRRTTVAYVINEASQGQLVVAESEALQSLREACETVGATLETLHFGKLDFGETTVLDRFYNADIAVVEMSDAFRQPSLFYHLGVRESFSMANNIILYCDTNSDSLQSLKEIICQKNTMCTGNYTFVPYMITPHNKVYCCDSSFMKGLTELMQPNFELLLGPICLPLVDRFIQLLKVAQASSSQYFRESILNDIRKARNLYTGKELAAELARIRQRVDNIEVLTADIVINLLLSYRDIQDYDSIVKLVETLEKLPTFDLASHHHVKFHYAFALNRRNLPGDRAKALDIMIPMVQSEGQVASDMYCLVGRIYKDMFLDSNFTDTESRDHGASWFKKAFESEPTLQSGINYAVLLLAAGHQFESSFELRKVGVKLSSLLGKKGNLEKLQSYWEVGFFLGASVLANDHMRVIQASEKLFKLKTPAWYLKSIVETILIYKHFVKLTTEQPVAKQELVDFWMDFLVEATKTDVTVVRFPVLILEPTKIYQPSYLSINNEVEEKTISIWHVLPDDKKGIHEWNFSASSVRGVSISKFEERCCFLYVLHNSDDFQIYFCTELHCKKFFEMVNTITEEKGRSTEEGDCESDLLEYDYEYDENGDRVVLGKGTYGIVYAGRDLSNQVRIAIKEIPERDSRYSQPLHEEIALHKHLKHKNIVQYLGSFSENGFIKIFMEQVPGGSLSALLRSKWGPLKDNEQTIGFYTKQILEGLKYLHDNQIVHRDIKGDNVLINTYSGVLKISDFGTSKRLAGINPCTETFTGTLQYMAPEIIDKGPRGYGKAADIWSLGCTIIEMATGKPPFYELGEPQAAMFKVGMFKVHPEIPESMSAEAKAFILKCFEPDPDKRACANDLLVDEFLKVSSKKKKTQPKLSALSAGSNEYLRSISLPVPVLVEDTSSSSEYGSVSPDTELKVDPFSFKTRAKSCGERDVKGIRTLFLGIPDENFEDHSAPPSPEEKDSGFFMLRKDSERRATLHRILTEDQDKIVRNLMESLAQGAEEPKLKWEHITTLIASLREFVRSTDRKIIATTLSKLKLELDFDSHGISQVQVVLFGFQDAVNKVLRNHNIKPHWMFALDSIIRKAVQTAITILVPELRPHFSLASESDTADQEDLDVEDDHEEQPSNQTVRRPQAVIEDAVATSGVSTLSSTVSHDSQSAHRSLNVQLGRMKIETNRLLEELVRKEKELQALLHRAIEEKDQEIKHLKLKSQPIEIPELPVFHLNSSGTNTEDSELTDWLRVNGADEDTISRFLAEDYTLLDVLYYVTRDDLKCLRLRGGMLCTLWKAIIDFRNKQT
ULK1 primary: inhibitors of human ULK1 kinase; AID 1259251; AlphaScreen Atg13 phosphorylation by ULK1, luminescence; hit rate 1.9% among 30,000; inhibition, % at 5.96 µM; in the data active = inhibition above about 43%;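 also: 0% = median of compound wells and 100% = no enzyme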
An asterisk follows results filed as active; / = no result given.

SMILES	ASK1 primary	ULK1 primary
CC(C)CCN1C(=O)C(C)(C)COc2cc(NC(=O)c3ccc4c(c3)OCO4)ccc21	/	16
N#CC(C#N)=C1C(=O)N(CC(N)=O)c2ccccc21	/	4
c1ccc(-n2cnc3c(NCc4cccnc4)nc(Nc4ncccn4)nc32)cc1	-10	15
O=C(NC1CC1)c1cc(NCc2cccnc2)nc2ccccc12	-12	6
CC(C)n1cnc2c(NC3CCN(Cc4ccccc4)CC3)nc(N3CCc4ccccc4C3)nc21	-2	-18
O=C(NCCCN1CCCC1=O)c1cccc(-c2csc3ccccc23)n1	8	-12
Nc1nc(Nc2ccc(-n3ccnc3)cc2)cc(NC2CCN(Cc3ccccc3)CC2)n1	18	26
CC1CCC(N2CCN(S(C)(=O)=O)CC2)CC1 (centres undefined)	/	0
Cc1cc(NC(=O)CC(C)C)n(-c2nc3c(c(=O)[nH]2)CCC3)n1	/	8
CC(C)CC(=O)N1CCN(C(=O)C(c2ccccc2)c2ccccc2)CC1	/	1
FC(F)(F)c1ccc(Cn2cnc3c(Nc4ccc(N5CCOCC5)cc4)nc(NC4CCN(Cc5ccccc5)CC4)nc32)cc1	37*	-5
COc1ccc(-c2ccc(C(=O)NCCc3ccc(O)cc3)s2)cc1	2	-1
O=C1CCCN1CCCNc1nc(Nc2ccc(N3CCOCC3)cc2)c2ncn(-c3ccccc3)c2n1	9	-1
Cc1c(C(=O)O)[nH]c2c1C(=O)CC(C)(C)C2	/	10
COc1ccccc1-n1ncc2c(=O)[nH]c(SCc3ccccc3)nc21	/	-27
CC(C)=CCN1C[C@@H](C)[C@@H]2OCCC=C2[C@H]1c1ccccc1Cl	13	-8
CC(=O)Nc1ccc(NC(=O)c2cccc(Nc3ccc(N4CCOCC4)cc3)n2)cc1	-10	42
COc1cc(NC(=O)c2ccc3nc(Nc4nccc5ccccc45)sc3c2)cc(OC)c1OC	-4	-1
c1ccc(CNc2cc(N3CCC(N4CCOCC4)CC3)ncn2)cc1	4	-37
Nc1ccc(S(=O)(=O)Nc2ccccn2)cc1	/	7
Cc1c(C(=O)c2ccccc2)oc2cc(NC(=O)c3ccccc3F)ccc12	/	-7
COc1cc(NC(=O)c2cccc(-n3cc(NC(=O)Cc4ccc(F)c(F)c4)cn3)c2)cc(OC)c1OC	-7	-4
O=C1CCCN1CCCNc1nc(NCc2cccnc2)nc2c1ncn2CCN1CCCC1=O	3	-1
OCC1CCCN1c1nc2ncnc(NCCN3CCOCC3)c2[nH]1 (centres undefined)	-11	5
FC(F)(F)c1cccc(-c2cc(Nc3ncccn3)nc(-c3ccncc3)n2)c1	/	-6
OCCN1CCN(c2nc3ccccc3n3ccnc23)CC1	/	5
CN1CC(C(=O)Nc2ccc(-c3cn[nH]c3)cc2)Cc2ccccc21 (centres undefined)	17	21
COc1cccc(CNC(=O)c2nn(CCN(C)C)c3cc(-c4ccncc4)ccc23)c1	7	2
CN(C)c1ccc(/C=C2\N=C(c3cc([N+](=O)[O-])cc([N+](=O)[O-])c3)OC2=O)cc1	/	3
COc1cc(CO)c(C2(C(=O)NN)CCCC2)cc1OC	/	-5
CCN(CC)C(=O)C1CCCN(c2nc(NCCOc3ccccc3)c3cc(OC)c(OC)cc3n2)C1 (centres undefined)	-1	1
CCc1nnc(-c2cc3ccccc3n2CC(=O)N2CCCCC2)o1	/	-6
CCN(CC)c1nc(NCCCN2CCCC2=O)nc(N2CCCC2CO)n1 (centres undefined)	2	9
Cc1noc(C)c1-c1ncc(C(=O)NCc2ccccc2)s1	7	12
O=C(NC1CCN(Cc2ccccc2)CC1)c1cccc(NCCCN2CCCC2=O)n1	-3	2
CC(C)c1ccc(CN2CCC(C(=O)NCc3cccnc3)CC2)cc1	/	-11
O=C(NC1CCN(Cc2ccccc2)CC1)c1ccc2nc(N3CCOCC3)sc2c1	-5	1
OC1CCC(Nc2cc(NCCN3CCOCC3)ncn2)CC1 (centres undefined)	-4	-1
COc1ccc(-c2nc(NCc3ccccc3)c3ncn(C4CCCCC4)c3n2)cc1	-8	-5
COc1ccc(-c2cncc(C(=O)NCCN(C(C)C)C(C)C)c2)cn1	-1	-2

Entries shown so far that have an aryl methoxy group, in the order listed:
SMILES	ASK1 primary	ULK1 primary
COc1ccc(-c2ccc(C(=O)NCCc3ccc(O)cc3)s2)cc1	2	-1
COc1ccccc1-n1ncc2c(=O)[nH]c(SCc3ccccc3)nc21	/	-27
COc1cc(NC(=O)c2ccc3nc(Nc4nccc5ccccc45)sc3c2)cc(OC)c1OC	-4	-1
COc1cc(NC(=O)c2cccc(-n3cc(NC(=O)Cc4ccc(F)c(F)c4)cn3)c2)cc(OC)c1OC	-7	-4
COc1cccc(CNC(=O)c2nn(CCN(C)C)c3cc(-c4ccncc4)ccc23)c1	7	2
COc1cc(CO)c(C2(C(=O)NN)CCCC2)cc1OC	/	-5
CCN(CC)C(=O)C1CCCN(c2nc(NCCOc3ccccc3)c3cc(OC)c(OC)cc3n2)C1 (centres undefined)	-1	1
COc1ccc(-c2nc(NCc3ccccc3)c3ncn(C4CCCCC4)c3n2)cc1	-8	-5
COc1ccc(-c2cncc(C(=O)NCCN(C(C)C)C(C)C)c2)cn1	-1	-2

More compounds follow:
SMILES	ASK1 primary	ULK1 primary
CN1CCN(Cc2ccc(NC(=O)c3cccc(-n4cc(NC(=O)Cc5ccccc5)cn4)c3)cc2)CC1	-3	-11
O=C(NC[C@H](O)CO)c1cccnc1Nc1ccc2[nH]ncc2c1	-3	-4
COc1cc(N2CCOCC2)ccc1Nc1cc(Nc2ccccc2NC(C)=O)c(C(F)(F)F)cn1	11	88*
COc1nc(NCc2ccccc2)nc(Nc2ncccn2)n1	-10	-4
O=C(Nc1cncc(-c2ccncc2)c1)C1Cc2ccc3ccccc3c2O1 (centres undefined)	-18	-12
O=C(O)CCC(=O)N1N=C(c2ccc(Cl)cc2)CC1c1ccco1 (centres undefined)	/	16
c1ccc(CNc2nc(Nc3ccncc3)nc3c2ncn3C2CCCCC2)cc1	-18	-9
Cc1nn(S(C)(=O)=O)c(C)c1S(=O)(=O)N1CCCCCC1	/	0
COc1ccc(C[C@@H](N)c2nc3ccc(-c4ccncc4)cc3[nH]2)cc1	9	9
COc1ccc(-c2cncc(-c3cc(N4CCC(O)CC4)nc(C)n3)c2)cc1	/	-15
COCCN(Cc1cccc(OC)c1)C(=O)c1nc2ccc(-c3cn[nH]c3)cc2s1	7	-1
CCOc1ccc(-n2c(SCC(=O)NC(C)(C)C)nnc2-c2cccnc2)cc1	/	6
COc1cc(Nc2nc(Nc3nc4ccccc4n3C)nc3c2ncn3-c2ccsc2)cc(OC)c1OC	26	12
Oc1ccc(-c2cncc(-c3cncc(-c4ccc(O)cc4)c3)c2)cc1	16	1
OCCNc1cc(Nc2ccc(-n3ccnc3)cc2)ncn1	-3	-16
CCc1nnc(-c2cc3ccccc3n2CC(=O)c2ccc(OC)cc2)o1	/	-4
O=C(NCCCN1CCCC1=O)c1cccc(-c2cccs2)n1	-5	-24
Cn1c(=O)n(CCO)c(=O)c2c1nc(Br)n2Cc1ccccc1	/	10
Cc1cc(-n2c(=O)[nH]c(=O)n(C)c2=O)ccc1Oc1ccc(SC(F)(F)F)cc1	/	5
O=C1CCCN1CCCNc1nc(Nc2ccc(-n3ccnc3)cc2)nc2c1ncn2-c1ccccc1	4	-5

One compound at a time (already shown). Order of screens: ASK1 primary	ULK1 primary
Results for COc1cc(Nc2nc(Nc3nc4ccccc4n3C)nc3c2ncn3-c2ccsc2)cc(OC)c1OC → 26	12
Results for CCOc1ccc(-n2c(SCC(=O)NC(C)(C)C)nnc2-c2cccnc2)cc1 → /	6
Results for CN1CCN(Cc2ccc(NC(=O)c3cccc(-n4cc(NC(=O)Cc5ccccc5)cn4)c3)cc2)CC1 → -3	-11

Going on with the list:
SMILES	ASK1 primary	ULK1 primary
COc1ccc2c(c1)CCC2C(=O)Nc1cc(Nc2ccccc2-c2ncn(C)n2)ccn1 (centres undefined)	-14	-21
CCNc1cc(NC2CCN(Cc3ccccc3)CC2)ncn1	-6	2
N#C/C(=C\c1ccc[nH]1)C(=O)NCc1ccco1	/	12
Cc1cc(NCc2nc3ccccc3[nH]2)nc(-c2c(C)nn(C)c2C)n1	-2	11
COc1cc(Nc2nc(NC3CCN(Cc4ccccc4)CC3)c3ncn(CCN4CCCC4=O)c3n2)cc(OC)c1OC	-5	-16
CC(C)n1c(-c2ccc(N3CCOCC3)nc2)nc2c(NCCc3ccc(O)cc3)ncnc21	0	-6
O=c1[nH]c(=O)n([C@@H]2O[C@H](CO)[C@@H](O)C2F)cc1I (some centres undefined)	/	-12
COc1cc2nc(-c3csc4ccccc34)nc(Nc3ccc(Oc4ccccc4)cc3)c2cc1OC	-8	-36
Cc1noc(C)c1-c1nccc(NCCN(C(C)C)C(C)C)n1	7	-2
c1nc2nc(-c3ccc(N4CCOCC4)nc3)nc(NC3CC3)c2[nH]1	-10	-10
COc1ccc(CCNC(=O)C2CCN(c3ccc(Nc4cnccn4)nn3)CC2)cc1	-17	15
CCOC(=O)c1nnn(-c2nn3nnnc3c3ccccc23)c1C	/	-4
CC(C)N(CCNc1cc(-c2ccc(C(N)=O)cc2)nc(N)n1)C(C)C	-10	-4
O=C(NCCc1ccc(O)cc1)c1cccc(NC2CCN(Cc3ccccc3)CC2)n1	9	0
CC(C)N(CCNc1nc(-c2ccc(N3CCN(C)CC3)cc2)nc2c1ncn2-c1ccsc1)C(C)C	10	-4
Cn1c(Nc2nc(NC3CCN(Cc4ccccc4)CC3)c3ncn(Cc4ccc(C(F)(F)F)cc4)c3n2)nc2ccccc21	17	7
c1ccc2c(c1)CCN(c1nc(NC3CC3)c3ncn(C4CCCCC4)c3n1)C2	-3	-16
Cc1nc(C)n(-c2ccc(Nc3cc(-n4cc(C)c(Nc5ccccc5)n4)ccn3)cc2)n1	10	0
Oc1ccc(CCNc2nc(NCc3cccnc3)nc3nc[nH]c23)cc1	7	9
CCN(CC)C(=O)C1CCCN(c2cc(C(=O)NC3CCN(Cc4ccccc4)CC3)c3ccccc3n2)C1 (centres undefined)	1	32
Cc1cc(NCCc2ccc(O)cc2)nc(-c2ccc(N3CCN(C)CC3)cc2)n1	2	14
CCN(CC)C(=O)C1CCCN(c2nc3ccc(C(=O)Nc4ccc(NC(C)=O)cc4)cc3s2)C1 (centres undefined)	2	-21
CCN(Cc1ccccc1)C(=O)Nc1ccc(-c2cn[nH]c2)cc1OC1CCN(S(C)(=O)=O)CC1	-14	4
COc1cccc(OCc2nc(N(C)C)c3cc(-c4cn[nH]c4)ccc3n2)c1	5	-13
CC(=O)Nc1ccc(Nc2nc(Nc3ccccn3)ncc2C)cc1	-4	9
c1ccc(CN2CCC(Nc3nc(N4CCC(N5CCOCC5)CC4)nc4c3ncn4-c3ccsc3)CC2)cc1	-20	-6
C/C=C/C[C@@H](C)C(=O)[C@H]1C(=O)N[C@@H](C(C)C)C(=O)N(C)CC(=O)N(C)[C@@H](CC(C)C)C(=O)N[C@@H](C(C)C)C(=O)N(C)[C@@H](CC(C)C)C(=O)N[C@@H](C)C(=O)N[C@H](C)C(=O)N(C)[C@@H](CC(C)C)C(=O)N(C)[C@@H](CC(C)C)C(=O)N(C)[C@@H](C(C)C)C(=O)N1C	/	1
Cc1cccc(NS(=O)(=O)c2ccc3c(c2)OCCCO3)c1	/	-2
O=C(NCCOc1ccccc1)c1cc(NCCCN2CCCC2=O)nc2ccccc12	-5	-15
Cn1nccc1Nc1nc(NCCN2CCOCC2)c2ncn(-c3ccccc3)c2n1	4	8
c1cc(Nc2nc3ncnc(Nc4ccc(N5CCOCC5)cc4)c3[nH]2)ncn1	7	20
COc1ccc(CNC(=O)C(C(=O)c2ccc(F)cc2)n2cc(Cl)ccc2=O)cc1 (centres undefined)	/	4
CC(=O)Nc1ccc(Nc2ncnc3nc(-c4ccc(C(=O)N5CCN(C)CC5)cc4)[nH]c23)cc1	-18	13
CCN(CC)c1nc(NCCOc2ccccc2)nc(Nc2ccccc2)n1	-9	1
O=C(NCCc1ccc(O)cc1)c1csc(Nc2ccccc2)n1	-3	-1
O=C(NCc1cccnc1)c1ccc(-c2ccc3[nH]ccc3c2)s1	13	9
COc1cc(Nc2nc(-c3cccc(N)c3)nc3c2ncn3-c2ccccc2)cc(OC)c1OC	-2	-20
CCCNC(=O)c1ccnc(Nc2ncccn2)c1	-26	2
C=CCN1CCN(c2c(Cl)cccc2NC(=O)c2ccno2)CC1	6	1
CN(C)CCOc1cc(-c2cn[nH]c2)c(F)cc1NC(=O)C(N)c1cccc(F)c1 (centres undefined)	-2	16
CC(=O)OC[C@H]1O[C@@H](OC(C)=O)[C@H](OC(C)=O)[C@@H]1OC(C)=O	/	-3
Cc1nc(-c2ccccc2F)cc(N2CCOCC2)n1	/	-2
Cc1nc2ncccc2c(=O)n1-c1ccc(NC(=O)c2cc(Br)ccc2Cl)cc1	/	4
O=C(Nc1ccc2[nH]ncc2c1)C1CCCN1C(=O)Nc1ccc(Cl)cc1 (centres undefined)	-23	-4
O=C(NCCN1CCOCC1)c1csc(Nc2ccccc2)n1	2	-3
COc1cc2nc(Nc3ncccn3)nc(Nc3ccccc3)c2cc1OC	-3	-8
CC(C)n1c(N2CCc3ccccc3C2)nc2c(NCc3nc4ccccc4[nH]3)ncnc21	-2	-6
O=C(Nc1ccc(Oc2ccccc2)cc1)c1cnc(-c2csc3ccccc23)s1	-15	-18
CC(C)N1CCN(c2ccc(Oc3cc(Nc4ccccc4C(N)=O)c(C(F)(F)F)cn3)cc2)CC1	-9	22
C=CCN1CCN(c2c(NC(=O)c3ccc(Br)o3)cccc2-c2ccccc2)CC1	9	-6
CCCn1cc(NC(=O)c2csc(-c3ccccc3O)n2)cn1	-4	4
COc1cc(Nc2nc(Nc3nc4ccccc4n3C)nc3c2ncn3C(C)C)cc(OC)c1OC	5	36
COc1ccc2c(c1)C[C@H](C(=O)Nc1ccc(-c3cn[nH]c3)cc1SCC(=O)N1CCCC1)NC2	6	5
